A549 tox: kills or reduces viability of A549 cells in Nrf2 counter-screen; A549 ARE-Fluc cells, CellTiter-Fluor viability, 18-24 h; Potency, µM (top dose mostly 46 µM), without a hit: top-dose activity change, negative = cytotoxicity, actives largely listed as inhibitors; hit rate 0.16% among 390,000; AID 504648; also: potency is read from the fitted curve at half-maximal effect; % is scaled to controls: 0 for no effect and ±100 for the full control effect
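Cytotoxicity counterscreen: CellTiter-Fluor fluorescence was measured in A549 ARE_Fluc cells after 18-24 h of compound exposure in a concentration series. The subsequent BugLite luminescent read reports ARE-luciferase activity.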
HepG2 viability: kills HepG2 cells in TGF-b inhibitor counter-screen; AID 588856; HepG2 CAGA-GFP viability, ATP luminescence, 18 h; Potency, µM (top dose mostly 46.1 µM), without a hit: at the top dose activity change, negative = cytotoxicity, actives largely listed as cytotoxic; hit rate 0.76% among 410,000; also: potency is read from the fitted curve at half-maximal effect; some results filed as inactive show a strong effect at the top dose
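CellTiter-Glo luminescence gave cytotoxicity after 18 hours at 37 degrees C. The cells were HepG2 CAGA-GFP in 1% FBS DMEM, stimulated with 500 pg/mL TGF-beta after compound addition. %Activity was normalised to no-cell wells (complete cell-killing) and DMSO (no toxicity), and curves were fitted and classified.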
ATXN viability: reduces viability in counter-screen for ATXN expression inhibitors | S2 cells (HEK-293 line with an ATXN2-luciferase reporter) viability, CellTiter-Fluor protease fluorescence, 24 h | Potency, µM (top dose mostly 56.7 µM), most hits filed as cytotoxic | hit rate 0.49% among 400,000 | AID 651635; also: potency is read from the fitted curve at half-maximal effect; nearly all actives have a fitted effect of over 40% in size
TGFb SMAD3 inh: inhibitors of TGF-b signaling | HepG2 CAGA-GFP TGF-b/SMAD3 reporter, GFP fluorescence, 18 h; TGF-beta stimulated, 500 pg/mL final | Potency, µM (highest dose often 46.1 µM), for inactives: at the top dose activity, negative = inhibition, actives largely listed as inhibitors | hit rate 1.2% among 410,000; also: potency is read from the fitted curve at half-maximal effect; % is scaled to controls: 0 for no effect and ±100 for the full control effect; nearly all actives have a fitted effect of over 65% in size
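Inhibition was scored as loss of TGF-beta-induced (500 pg/mL final, 18 hours, 37 degrees C) GFP in HEPG2 cells carrying a CAGA-GFP reporter, in DMEM with 1% FBS. Well GFP was summed per cell; Activity was normalised to unstimulated and stimulated DMSO wells, then concentration-response fitting.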
Nrf2 activator: Nrf2 pathway activation; AID 624171; AREc32 ARE-luciferase reporter (MCF7-derived line), luminescence, 24 h; hit rate 0.31% among 410,000; Potency, µM (titrated, usually from 46.1 µM), for the others: at the highest dose activation, usual class: activators; also: potency is read from the fitted curve at half-maximal effect; % of control where 0% means no effect; nearly all actives have a fitted effect of over 65% in size
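AREc32_Fluc, 1000 cells/well, OPTI-MEM + 5% FBS, o/n 37 deg C 5% CO2; 23 nL cpd by pin tool, 24 hr; Steady-Glo 30 min RT, luminescence.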
EPAC2 ag: activates human EPAC2 exchange factor; EPAC2 activation, biochemical qHTS; response scale: 100% = 6.5 mM cAMP response; Potency, µM (highest dose often 154 µM), inactives show top-dose activation, most hits filed as activators; hit rate 0.079% among 360,000; AID 720711; also: potency is read from the fitted curve at half-maximal effect; nearly all actives have a fitted effect of over 50% in size
Target sequence (Q8WZA2 whole entry, looked up): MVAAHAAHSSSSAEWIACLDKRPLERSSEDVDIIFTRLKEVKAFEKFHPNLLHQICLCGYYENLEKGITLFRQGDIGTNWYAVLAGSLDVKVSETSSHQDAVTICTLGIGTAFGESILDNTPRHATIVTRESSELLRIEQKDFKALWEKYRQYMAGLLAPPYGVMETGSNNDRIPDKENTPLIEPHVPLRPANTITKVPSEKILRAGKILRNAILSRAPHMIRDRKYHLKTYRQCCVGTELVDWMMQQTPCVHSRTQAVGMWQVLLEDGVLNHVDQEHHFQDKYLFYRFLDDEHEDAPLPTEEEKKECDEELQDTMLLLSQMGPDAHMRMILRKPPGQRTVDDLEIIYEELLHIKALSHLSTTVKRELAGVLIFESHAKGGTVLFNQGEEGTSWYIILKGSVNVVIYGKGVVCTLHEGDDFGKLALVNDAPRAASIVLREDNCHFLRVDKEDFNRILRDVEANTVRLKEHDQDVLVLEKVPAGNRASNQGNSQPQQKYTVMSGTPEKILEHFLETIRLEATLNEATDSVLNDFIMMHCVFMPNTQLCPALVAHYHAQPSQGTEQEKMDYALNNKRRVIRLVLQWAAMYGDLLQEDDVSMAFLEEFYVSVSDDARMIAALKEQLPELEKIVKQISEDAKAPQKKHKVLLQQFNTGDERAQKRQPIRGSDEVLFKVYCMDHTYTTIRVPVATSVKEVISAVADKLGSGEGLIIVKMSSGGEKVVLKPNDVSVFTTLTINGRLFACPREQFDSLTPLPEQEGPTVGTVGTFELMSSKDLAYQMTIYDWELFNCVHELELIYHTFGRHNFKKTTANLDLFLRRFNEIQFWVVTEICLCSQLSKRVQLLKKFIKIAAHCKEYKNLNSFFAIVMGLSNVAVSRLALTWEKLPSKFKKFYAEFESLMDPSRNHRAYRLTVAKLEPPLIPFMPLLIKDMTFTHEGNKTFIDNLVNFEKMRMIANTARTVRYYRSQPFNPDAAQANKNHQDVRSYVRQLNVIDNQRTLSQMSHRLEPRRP
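Each well held 100 nM EPAC2, 250 nM RAP1B-BODIPY-GDP and 50 uM GDP. Fluorescence, read at 5-min intervals to 30 min, was referenced to a 6.5 mM cAMP positive control.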
ATXN2 expr inh: reduces ATXN2 reporter expression in HEK-293 cells; hit rate 0.72% among 360,000; HEK-293 ATXN2-luciferase reporter, luminescence, 24 h; Potency, µM (highest dose often 57 µM), for the others: at the top dose activity change, negative = inhibition, actives largely listed as inhibitors; also: potency is read from the fitted curve at half-maximal effect; % is scaled to controls: 0 for no effect and ±100 for the full control effect; nearly all actives have a fitted effect of over 55% in size
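ATXN2-luciferase reporter cells (luciferase flanked by upstream and downstream ATXN2 gene portions) were treated 24 h at 37 °C with compounds at up to 57 uM. SteadyGlo luminescence gave expression; GF-AFC fluorescence gave viability.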
IL-2 act: IL-2 activation. IL-2 activation reporter assay, cell-based qHTS; stimulated with anti-CD3/CD4/CD28 beads; in transgenic mouse T cells. hit rate 0.065% among 360,000. activation, % (series mostly up to about 46 µM); in the data active = activation above about 50%; inconclusive = mostly about 30% to 49%; also: 0% is about no effect
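Unstimulated transgenic mouse T cells; 60-min compound exposure; bead-based TCR/CD4/CD28 stimulation; 18 h culture, 37 degrees C; dual fluorescence (EGFP, DsRed) plate cytometry.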
Nrf2 inh: Nrf2 pathway inhibition | A549 ARE-Fluc reporter, luciferase luminescence, 18-24 h | Potency, µM (top dose mostly 46 µM), inactives show at the highest dose activity change, negative = inhibition, usual class: inhibitors | hit rate 2.1% among 360,000; also: potency is read from the fitted curve at half-maximal effect; % is scaled to controls: 0 for no effect and ±100 for the full control effect; nearly all actives have a fitted effect of over 60% in size
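A549 ARE_Fluc cells (5000/well, 5% FBS OPTI-MEM) pre-incubated 2 h, then treated with compounds 18-24 h at 37C/5% CO2 in concentration-response. CellTiter-Fluor viability read first; BugLite luciferase luminescence after 15 min at room temperature gives Nrf2 activity.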
Starred values were filed as active, the others as inactive; i = inactive; ? = inconclusive; . = no result given; [ ] = dose if it differs, or a comment. Unless noted, calls follow the shape of the dose curve; as a rule, active = well fitted curve in the direction sought with a large enough effect; inconclusive = small, poorly fitted or top-dose-only effect, or another doubt; inactive = no such curve, though single readings can be large; an effect the other way counts as inactive or inconclusive.

1: CC(C)(C)C1CCc2c(sc(NC(=O)c3cccs3)c2C(N)=O)C1 (stereo not given)
2: O=C(NNc1cccc(Cl)c1)c1cccnc1Oc1ccccc1
3: O=C(CN1CCN(S(=O)(=O)c2ccc(Cl)c(Cl)c2)CC1)N1CCCCC1
4: COc1cc(/C=C/C(=O)OCC(=O)NCCN2C(=O)CSC2=O)ccc1OCC#N
5: Cc1ccc(C)c(NC(=O)CN(C)C(=O)c2cc3c(s2)CCCCC3)c1
6: CCN(CC)c1ccc(C=C2C(=O)OC(c3ccccc3)OC2=O)cc1 (stereo not given)
7: O=C(O)C1CCCCC1C(=O)Nc1ccc(-c2ccccc2)cc1 (stereo not given)
8: Cc1cc(C(=O)N2CCc3c([nH]c4ccccc34)C2c2cccc(Cl)c2)nn1C (stereo not given)
assay / entry | 1 | 2 | 3 | 4 | 5 | 6 | 7 | 8
A549 tox | -9% | 0% | 5% | 2% | -13% | -4% | 0% | -7%
HepG2 viability | -12% | -19% | -10% | 2% | 9% | 0% | 0% | -21%
ATXN viability | ? | i | i | i | i | i | i | ?
TGFb SMAD3 inh | 33% | -11% | ? | -2% | 7% | 9% | 1% | ?
Nrf2 activator | -0.5% | 2.7% | -0.7% | 0.0% | 0.4% | 3.4% | 0.4% | 8.0%
EPAC2 ag | -5% | 11% | 4% | -2% | -4% | 0% | -1% | 9%
ATXN2 expr inh | 26% | -17% | -12% | 7% | 9% | 1% | 5% | -23%
IL-2 act | -2.1 | 2.3 | -4.5 | 1.3 | 0.1 | -0.4 | -0.7 | 0.6
Nrf2 inh | -28% | -6% | -17% | 2% | -24% | -3% | 1% | -24%

9: Cc1cc2ncn(CCOc3ccccc3)c2cc1C
10: O=c1n(Cc2ccc(F)cc2)nc2n1-c1ccccc1SC2
11: CCOC(=O)c1c(NC(=O)c2cccs2)sc(CC)c1-c1cccs1
12: O=C(O)COc1ccccc1/C=N/n1c(C2CCCCC2)n[nH]c1=S
13: CCOC(=O)/C(C#N)=C/c1ccc(N2CCN(C)CC2)cc1
14: Cc1cccc(CNc2ccc(S(=O)(=O)N3CCCCC3)cc2)c1
15: O=C(COc1ccccc1)Nc1ccc(F)cc1
16: CC(C)(CO)NC(=O)CC1C(=O)NCCN1CC(c1ccccc1)c1ccccc1 (stereo not given)
assay / entry | 9 | 10 | 11 | 12 | 13 | 14 | 15 | 16
A549 tox | 3% | 14% | ? | 5% | 0% | 1% | 0% | 0%
HepG2 viability | -8% | -6% | -26% | 3% | -7% | -30% | 16% | -2%
ATXN viability | i | i | i | i | i | i | i | i
TGFb SMAD3 inh | 0% | -26% | -27% | -14% | -4% | ? | -1% | 1%
Nrf2 activator | 3.1% | 4.7% | -0.9% | -1.3% | 2.9% | -1.0% | 5.3% | 0.0%
EPAC2 ag | 11% | 9% | 7% | 5% | -8% | 5% | 14% | -2%
ATXN2 expr inh | 39%[activator] | 9% | -3% | -1% | -3% | -34% | 14% | -16%[11.3 µM]
IL-2 act | -3.6 | -0.6 | -2.3 | 3.3 | 0.6 | 0.7 | -0.4 | -1.8
Nrf2 inh | ? | 6% | ? | 2% | 14% | -20% | ? | 2%

17: Cc1ccc(/C=N/NC(=O)Cn2ccc(C(F)(F)F)n2)o1
18: CC1(C)Cc2c(C#N)c(SCCO)nc(N3CCOCC3)c2CO1
19: Cc1cc(O)cc2c1C(c1ccc(F)cc1)CC1(CC(C)(C)NC(=S)N1)O2 (stereo not given)
20: Cn1c(=O)[nH]c(=O)c2c1nc(NCCCO)n2CCCc1ccccc1
21: CC(C)N(C)c1ncnc2c1ncn2[C@H]1CN(CCc2ccccc2)C[C@@H](CO)O1
22: CN1CCN(CC(=O)Nc2ccccc2C(F)(F)F)CC1
23: CN1C(=O)/C(=C/c2ccc(C(=O)NC3CCCC3)cc2)Oc2ccccc21
24: COC(=O)c1cc(OC)c(OC)cc1NC(=O)CCN1C(=O)C2CCCCC2C1=O (stereo not given)
assay / entry | 17 | 18 | 19 | 20 | 21 | 22 | 23 | 24
A549 tox | -3% | -4% | 1% | 5% | . | -7% | 5% | .
HepG2 viability | -16% | 1% | 1% | -7% | -5% | 3% | -1% | 16%
ATXN viability | i | i | i | i | i | i | i | i
TGFb SMAD3 inh | -4% | 1% | 1% | -6% | -6% | -3% | -1% | -1%
Nrf2 activator | 2.4% | -1.4% | -0.6% | 0.4% | 0.6% | -1.3% | 0.5% | -0.6%
EPAC2 ag | 6% | 11% | -1% | 8% | 0% | 15% | 0% | 5%
ATXN2 expr inh | 6% | -19% | -21%[11.3 µM] | 1% | 11% | 3% | . | .
IL-2 act | -0.8 | -2.8 | -1.1 | -1.6 | 0.9 | 3.2 | -1.0 | -2.0
Nrf2 inh | 5% | -24% | -27% | 2% | . | -2% | 8% | .

25: Cc1nn(CC(=O)Nc2ccc(C#N)cc2)c(C)c1[N+](=O)[O-]
26: O=C(NCCCN1CCCCCC1)c1ccc2c(c1)sc1nc(-c3ccccc3)cn12
27: O=C(Nc1ccnn1C1CCN(CCCc2ccccc2)CC1)c1ccccc1Cl
28: Clc1cccc(CN2CCSCC2)c1
29: Nc1ccc2nc3c(=O)n(C4CCCCC4)c(=O)[nH]c3nc2c1
30: Brc1ccc2nc(-c3c[nH]c4ccccc34)cn2c1
31: O=C(Nc1ccc2c(c1)OCCO2)C1c2ccccc2C(=O)N2CCc3ccccc3C12 (stereo not given)
32: COCCn1c(SCC(=O)N2CCC(C)CC2)nc2c([nH]c3ccccc32)c1=O
assay / entry | 25 | 26 | 27 | 28 | 29 | 30 | 31 | 32
A549 tox | -4% | 13% | -2% | 2% | 3% | 0% | -15% | -12%
HepG2 viability | -30% | 16µM* | -21% | 8% | 0% | -22% | 3% | 3%
ATXN viability | i | . | i | i | ? | i | ? | ?
TGFb SMAD3 inh | 2% | ? | -6% | 27% | 94%[activator] | ? | -9% | ?
Nrf2 activator | -0.4% | 21% | -0.7% | 0.1% | 5.0% | 14% | -1.1% | 0.3%
EPAC2 ag | -1% | . | 1% | 4% | 45% | 24% | -7% | -9%
ATXN2 expr inh | . | . | -4% | . | . | 103%[activator] | -11% | -4%
IL-2 act | -0.1 | . | -5.0 | -0.7 | 1.7 | 0.3 | -1.8 | -1.3
Nrf2 inh | 3% | -3% | -8% | -17% | 0% | ? | 7% | -4%

2 records drawn at random from those above, as already listed:
29: Nc1ccc2nc3c(=O)n(C4CCCCC4)c(=O)[nH]c3nc2c1
27: O=C(Nc1ccnn1C1CCN(CCCc2ccccc2)CC1)c1ccccc1Cl
assay / entry | 29 | 27
A549 tox | 3% | -2%
HepG2 viability | 0% | -21%
ATXN viability | ? | i
TGFb SMAD3 inh | 94%[activator] | -6%
Nrf2 activator | 5.0% | -0.7%
EPAC2 ag | 45% | 1%
ATXN2 expr inh | . | -4%
IL-2 act | 1.7 | -5.0
Nrf2 inh | 0% | -8%

Following part
33: Nc1cccc2c1C(=O)c1ccc(Cl)cc1C2=O
34: COc1cccc(NC(=O)C(Cc2ccccc2)N2Cc3ccccc3C2=O)c1 (stereo not given)
35: COc1cccc(C(=O)COC(=O)c2ccc(NC(C)=O)cc2)c1
36: CN(Cc1cccc(F)c1)C(=O)c1ccc(S(=O)(=O)N2CCCCCC2)cc1
37: O=C(CNC(=S)N(Cc1ccccc1)Cc1cccnc1)NCc1ccccc1
38: O=S(=O)(c1ccc2c(c1)CCCN2)N1CCCCC1
39: O=C(NNC(=O)C1[C@H]2CCCC[C@@H]12)NC1CCCCC1 (stereo not given in full)
40: COc1ccc(CCc2nnc(CCC(=O)NCCc3ncccc3C)o2)cc1
assay / entry | 33 | 34 | 35 | 36 | 37 | 38 | 39 | 40
A549 tox | -17% | 3% | -4% | -16% | 1% | -1% | 3% | 3%
HepG2 viability | -2% | 0% | 0% | -30% | 0% | -20% | 1% | -18%
ATXN viability | i | . | i | i | i | i | i | i
TGFb SMAD3 inh | 1% | -24% | -10% | ? | 5% | -3% | 1% | 0%
Nrf2 activator | 7.1% | -0.8% | 2.6% | 3.7% | 0.7% | -1.2% | 0.7% | 0.3%
EPAC2 ag | 1% | . | -5% | 4% | 1% | 2% | 7% | -1%
ATXN2 expr inh | 56%[activator] | . | 9% | -4% | . | . | . | 32%[activator]
IL-2 act | -0.5 | . | -0.6 | 0.0 | -0.5 | -0.3 | -0.3 | -0.7
Nrf2 inh | ? | -9% | 8% | 23µM* | ? | -1% | 0% | 12%

41: Cc1ccc(S(=O)(=O)c2ccccc2)cc1S(=O)(=O)N1CCOCC1
42: CCN(c1ccccc1)S(=O)(=O)c1ccc(OC)c(NC(=O)c2cc(F)c(F)c(F)c2F)c1
43: O=C(Oc1cccccc1=O)c1ccccc1
44: CC(=O)NCCOc1cccc(OCCNC(C)=O)c1
assay / entry | 41 | 42 | 43 | 44
A549 tox | -5% | -1% | -7% | -1%
HepG2 viability | 34% | 4% | 0% | 7%
ATXN viability | i | i | ? | i
TGFb SMAD3 inh | ? | -1% | 10% | -14%
Nrf2 activator | 0.3% | -0.1% | ? | -0.5%
EPAC2 ag | 3% | -6% | -13% | -4%
ATXN2 expr inh | 1% | -21% | . | 1%
IL-2 act | -0.6 | 0.8 | 0.1 | 2.7
Nrf2 inh | -20% | 6% | -22% | 12%

Looked up above.
Result of COC(=O)c1cc(OC)c(OC)cc1NC(=O)CCN1C(=O)C2CCCCC2C1=O (stereo not given) under EPAC2 ag: 5%
Result of Cc1ccc(S(=O)(=O)c2ccccc2)cc1S(=O)(=O)N1CCOCC1 under IL-2 act: -0.6

Source: PubChem (National Center for Advancing Translational Sciences (NCATS))

No enrichment for hits. About 4.3% of those tested had a hit in this group.
